GLP1R inv ag: inverse agonists of human GLP-1 receptor. P43220. HEK293 GLP-1R CRE-luciferase, luminescence, 24 h; GLP-1R form is constitutively active. Potency, µM (doses to about 38.3 µM), without a hit: at the highest dose activity change, negative = inhibition, actives largely listed as inhibitors. hit rate 1.6% among 410,000; note: % is set by controls: 0 for no effect and ±100 for the full control effect; nearly all actives have a fitted effect of over 55% in size
Target sequence (P43220 whole entry, looked up): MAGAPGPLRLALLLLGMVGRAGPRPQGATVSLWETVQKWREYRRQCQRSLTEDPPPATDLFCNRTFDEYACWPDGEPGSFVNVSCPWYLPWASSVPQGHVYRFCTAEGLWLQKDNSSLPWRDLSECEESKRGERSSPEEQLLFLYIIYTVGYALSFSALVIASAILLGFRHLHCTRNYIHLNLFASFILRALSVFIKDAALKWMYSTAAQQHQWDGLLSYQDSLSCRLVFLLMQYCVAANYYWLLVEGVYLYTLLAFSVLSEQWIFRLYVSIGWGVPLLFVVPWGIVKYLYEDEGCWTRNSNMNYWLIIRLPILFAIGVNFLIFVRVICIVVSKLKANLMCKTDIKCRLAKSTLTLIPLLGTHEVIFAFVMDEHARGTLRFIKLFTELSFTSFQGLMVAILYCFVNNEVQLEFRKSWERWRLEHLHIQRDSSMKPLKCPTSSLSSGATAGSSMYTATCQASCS
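HEK293 cells stably co-expressing a cAMP-responsive luciferase reporter and constitutively active GLP-1R were seeded, incubated 12 h, then exposed to compounds for 24 h at 37 C. Luminescence was read 12 min after detection reagent; inverse agonists lower signal.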
SW480 rereplic: induces DNA re-replication in SW480 colon adenocarcinoma cells. SW480 DNA re-replication, Hoechst DNA content imaging, 48 h. Potency, µM (doses to about 46.1 µM), for inactives: at the highest dose re-replication activation, usual class: activators. hit rate 1.8% among 340,000; note: % of control where 0% means no effect; nearly all actives have a fitted effect of over 55% in size
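Compounds, transferred as 23 nL by pin tool, were incubated with cells for 48 hr; DNA content per nucleus was then quantified by Hoechst staining and fluorescence plate imaging.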
HT1080NT lethal: kills 2HG-producing HT-1080-NT fibrosarcoma cells; HT-1080-NT fibrosarcoma viability, CellTiter-Glo ATP luminescence, 48 h; Potency, µM (series often up to 46.1 µM), for inactives: top-dose activity, negative = less viability, most hits filed as cytotoxic; hit rate 1.6% among 360,000;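 note: NT is the 2HG producing partner of a matched IDH1 knockdown line; 0% = DMSO-treated cells and -100% = media-only wells without cells; nearly all actives have a fitted effect of over 55% in size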
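Viability by CellTiter-Glo luminescence after 48 h compound exposure at 37C of HT-1080-NT cells (750/well, RPMI, 5% FBS). % activity scaled between DMSO wells and medium-only wells, then curve-fitted and categorized by curve class.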
KB-3-1 tox: KB-3-1 parental cell cytotoxicity; hit rate 1.4% among 400,000; KB-3-1 viability, CellTiter-Glo ATP luminescence, 72 h; Potency, µM (series often up to 46.1 µM), without a hit: at the highest dose activity change, negative = cytotoxic, hits mostly cytotoxic; AID 1347075; note: % is set by controls: 0 for no effect and ±100 for the full control effect; nearly all actives have a fitted effect of over 60% in size
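KB-3-1 parental drug-naive adenocarcinoma cells in DMEM/10% FBS, incubated 72 h at 37 C with pin-transferred compounds across a concentration series. Viability by CellTiter-Glo luminescence; concentration-response curves fitted after normalization.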
HT1080 IDH1KD tx: HT-1080 IDH1 knockdown cell toxicity (counter line). HT-1080 IDH1 knockdown viability, ATP luminescence, 48 h. Potency, µM (titrated, usually from 46.1 µM), without a hit: at the top dose activity, negative = toxicity, most hits filed as cytotoxic. hit rate 2% among 360,000. AID 686971;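 note: 0% = DMSO wells and -100% = cell-free medium wells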
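After a 2 h attachment period, IDH1KD HT-1080 cells took pin-transferred compound for 48 h at 37 °C; ATP-based luminescence after 10 min room-temperature reagent incubation reported viability.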
TDP43 rescue: rescues yeast growth from TDP-43 toxicity | TDP-43 expressing yeast growth rescue, BacTiter-Glo, 24 h | Potency, µM (titrated, usually from 46.1 µM), without a hit: at the top dose growth rescue (activation), actives largely listed as activators | hit rate 1.8% among 410,000 | AID 652104; note: % of control where 0% means no effect; nearly all actives have a fitted effect of over 50% in size
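Readout is BacTiter-Glo luminescence of cell growth, so inhibitors register as activators. TDP-43-expressing yeast at OD600=0.02 in galactose medium, after raffinose pregrowth to mid-log, were incubated with compound for 24 hr at 30 deg C.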
KB-V1 cytotox: KB-V1 MDR subline cytotoxicity | KB-V1 MDR cells viability, CellTiter-Glo, 72 h | Potency, µM (top dose mostly 46.1 µM), for inactives: at the top dose activity change, negative = cytotoxicity, actives largely listed as cytotoxic | AID 1347076 | hit rate 3.4% among 400,000; note: % is set by controls: 0 for no effect and ±100 for the full control effect; nearly all actives have a fitted effect of over 60% in size
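Cytotoxicity via CellTiter-Glo luminescence after 72 h compound exposure at 37 degrees C. Cells: drug-selected KB-V1 line, DMEM phenol-red free plus 10% FBS. Compounds tested at multiple concentrations; normalized data fitted to concentration-effect curves.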
HEK293 tox: cytotoxicity in counter-screen for GLP-1R inverse agonists; HEK293 cAMP-luciferase reporter cells, luminescence, 24 h; Potency, µM (doses to about 38.3 µM), inactives show at the highest dose activity change, negative = inhibition, most hits filed as inhibitors; hit rate 0.13% among 410,000; AID 624418;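 note: loss of luciferase light is scored as toxicity; % is set by controls: 0 for no effect and ±100 for the full control effect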
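1536-well qHTS counterscreen of the MLSMR; 200 cells/uL, 12 h pre-incubation, 23 nL cpd, 24 h at 37 deg C 5% CO2, luciferase detection reagent, 12 min RT, luminescence. Inhibition = undesired.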
GLP-1R agonist: activates the human GLP-1 receptor. P43220. Potency, µM (top dose mostly 45.6 µM), for the others: top-dose activation, most hits filed as activators. HEK293 GLP-1R CRE-luciferase, luminescence, 4-6 h; cells express a hypersensitive GLP-1R form. hit rate 0.007% among 380,000; note: % of control where 0% means no effect
* = called active by the depositor; ? = inconclusive; nt = no result given; [ ] = another dose, or the depositor's remark. Calls come from the whole dose curve; as a rule, active = well fitted curve in the direction sought with a large enough effect; inconclusive = small, poorly fitted or top-dose-only effect, or another doubt; inactive = no such curve, though single readings can be large; an effect the other way counts as inactive or inconclusive. Potency is the fitted concentration of half-maximal effect.

SMILES	GLP1R inv ag	SW480 rereplic	HT1080NT lethal	KB-3-1 tox	HT1080 IDH1KD tx	TDP43 rescue	KB-V1 cytotox	HEK293 tox	GLP-1R agonist
COc1ccc([C@H]2CC(=O)C=C(c3ccc(O)cc3)C2)cc1OC	-23%	7%[9.22 µM]	3%	-2%	-10%	14%	-7%	-19%	11%
COc1ccccc1NC(=O)CSc1oc(-c2ccc(F)cc2)nc1S(=O)(=O)c1ccc(Br)cc1	-3%	nt	nt	25%	nt	15%	15%	1%	nt
CN(C(=O)COC(=O)c1cccc(NS(=O)(=O)c2ccc(F)c(F)c2)c1)C1CCS(=O)(=O)C1 (stereo not given)	3%	2%	-2%	-23%	1%	-3%	-13%	4%	-7%
COc1ccc2cc(/C=N/NC(=O)CN(c3ccccc3C)S(=O)(=O)c3ccccc3)c(Cl)nc2c1	6%	14%	12%	-2%	18%	-5%	-15%	9%	-1%
CCS(=O)(=O)Nc1ccc2[nH]c(=O)[nH]c2c1	5%	-3%	17%	-1%	16%	11%	2%	1%	2%
Cn1ccc2c([N+](=O)[O-])cccc2c1=O	29%	2%	0%	18%	3%	14%	0%	0%	5%
COC(=O)[C@@H]1CCCN1Cc1nc(Cc2ccc(OC)c(OC)c2)no1	2%	-55%[inhibitor]	11%	4%	16%	-13%	-7%	-3%	5%
COc1ccc(CNC(=O)Cc2csc3nc(-c4ccc(C)cc4)cn23)cc1	6%	nt	nt	2%	nt	17%	0%	3%	nt
CN1C(=O)/C(=C/c2cccc(Cl)c2)Sc2ccc(C(=O)N3CCOCC3)cc21	?	?	-8%	-34%	-11%	20µM*	-11%	-10%	6%
COc1ccc(N2CCN(c3ccc4nnc(CCC(=O)Nc5ccc(C)cc5)n4n3)CC2)cc1	16%	-13%	-2%	-22%	0%	21%	-3%	1%	0%
Cc1ccc(S(=O)(=O)N2CCOCC2)s1	4%	-1%	14%	1%	14%	11%	5%	-14%	-2%
CCOC(=O)c1c(-c2ccccc2)csc1NC(=O)c1ccc(S(=O)(=O)N2CC(C)OC(C)C2)cc1 (stereo not given)	3%	-8%	1%	-2%	-2%	-7%	?	10%	-5%
O=[N+]([O-])c1ccc(O)c(NC(=S)Nc2ccccc2)c1	?	-3%	-15%	9%	?	13µM*	8%	-1%	9%
CN(C)CCOc1cc(Cl)cc(Cl)c1	3%	0%	-4%	3%	0%	21%	-13%	-26%	-5%
CCN(CC)c1ccc(NC(=O)OC)cc1	11%	-2%	8%	-2%	16%	?	6%	-10%	0%
O=C(NCc1ccco1)c1ccc2c(c1)N(Cc1ccccc1)C(=O)CS2=O (stereo not given)	7%	4%	4%	5%	13%	17%	3%	-1%	1%
CC(=O)Nc1nonc1-c1nnc(SCC(=O)Nc2cc(C)ccc2C)n1-c1ccccc1	14%	nt	nt	4%	nt	-1%[9.22 µM]	3%	-11%	nt
Cc1ccc(C(=O)C2CCN(CC(=O)N3CCN(c4ccc(F)cc4)CC3)CC2)cc1	?	-5%	-19%	-6%	-22%	-6%[0.397 µM]	-22%	-21%	24%
COc1ccccc1N1CCN(Cc2cc(=O)c(OCC(=O)Nc3ccccc3)co2)CC1	8%	?	1%	2%	-5%	-14%	?	0%	4%
CC(C)(C)NC(=O)CCN(/N=C/c1ccccc1F)C1=NS(=O)(=O)c2ccccc21	4%	4%	1%	-3%	15%	-1%	-14%	18%	0%
COc1cccc(NC(=O)CSc2nc3c(oc4ccccc43)c(=O)n2Cc2ccco2)c1	-21%	nt	nt	-1%	nt	4%	-28%	-8%	nt
CCCCCCN1C[C@@H](n2cc(C3CC3)nn2)[C@H](O)C[C@@H]1c1ccc(Cl)cc1	-16%	nt	2%	?	-1%	8%	?	1%	-3%
COc1ccccc1NC(=O)N1CCN(c2ccc3nncn3n2)CC1	6%	-7%	9%	10%	8%	2%	-14%	0%	0%
CCOC(=O)c1c(C)c(-c2ccccc2)n(CC(=O)NC(CC)Cc2ccccc2)c1C (stereo not given)	1%	nt	nt	-3%	nt	-1%	-10%	-8%	0%
Cc1ccc(NC(=O)CNc2cccc(Br)c2)cc1S(=O)(=O)N1CCOCC1	?	9%	-7%	?	-8%	18%	-20%	-9%	1%
Cc1ccc(-c2[nH]c3ccccc3c2SCCNC(=O)c2cc3ccccc3oc2=O)cc1	?	?	?	?	?	0%	-8%	-8%	2%
COc1ccc(NC(C)=O)cc1S(=O)(=O)N1CC=C(c2ccccc2)CC1	-14%	-13%	3%	-5%	2%	0%	-2%	-2%	9%
O=C(c1cc(-c2ccncc2)nc2ccc(Cl)cc12)N1CCN(C(=O)C2CCCO2)CC1 (stereo not given)	5%	-7%	1%	22%	0%[9.24 µM]	19%	-12%	-11%	3%
O=[N+]([O-])c1ccc(S(=O)(=O)Nc2ccccn2)cc1	7%	-1%	3%	2%	0%	15%	6%	4%	-1%
CN(C)CC(C)(C)CN=Cc1c(O)[nH]c2ccccc12	0%	0%	7%	0%	2%	5%	?	-6%	-3%

Entries of single compounds, looked up by structure:
Record of `CCOC(=O)c1c(C)c(-c2ccccc2)n(CC(=O)NC(CC)Cc2ccccc2)c1C` (stereo not given) = GLP1R inv ag = 1%; SW480 rereplic = nt; HT1080NT lethal = nt; KB-3-1 tox = -3%; HT1080 IDH1KD tx = nt; TDP43 rescue = -1%; KB-V1 cytotox = -10%; HEK293 tox = -8%; GLP-1R agonist = 0%
Record of `O=C(c1cc(-c2ccncc2)nc2ccc(Cl)cc12)N1CCN(C(=O)C2CCCO2)CC1` (stereo not given) = GLP1R inv ag = 5%; SW480 rereplic = -7%; HT1080NT lethal = 1%; KB-3-1 tox = 22%; HT1080 IDH1KD tx = 0%[9.24 µM]; TDP43 rescue = 19%; KB-V1 cytotox = -12%; HEK293 tox = -11%; GLP-1R agonist = 3%

(listing goes on)
SMILES	GLP1R inv ag	SW480 rereplic	HT1080NT lethal	KB-3-1 tox	HT1080 IDH1KD tx	TDP43 rescue	KB-V1 cytotox	HEK293 tox	GLP-1R agonist
Cc1c(OC(C)C(=O)NCCCn2ccnc2)ccc2c3c(c(=O)oc12)CCC3 (stereo not given)	-8%	1%	5%	1%	-7%	12%	?	-11%	14%
O=C(CN1CCOCC1)NC1C2CC3CC(C2)CC1C3 (stereo not given)	49%[activator]	-8%	7%	-2%	6%	6%	?	-4%	-5%
Cn1c(=O)[nH]c2nnc(-c3ccc(Cl)c(Cl)c3)nc2c1=O	?	-1%	2%	-3%	2%	-6%	?	-11%	-7%
NC(=O)C1CCN(C(=O)CCNS(=O)(=O)c2ccccc2F)CC1	11%	11%	2%	1%	1%	6%	-2%	-9%	-3%
COc1ccc(CC(=O)Nc2ccccc2NC(=O)Cc2ccc(OC)cc2)cc1	-3%	-23%	8%	0%	13%	11%	-3%	14%	-1%
O=C(COC(=O)c1ccc2c(c1)OCO2)Nc1ccccc1	1%	-3%	2%	0%	-3%	3%	-1%	9%	5%
COc1cc(NC(=O)Cn2cnc3c(SC)nc(N)nc32)cc(OC)c1OC	3%	-9%	0%	-16%	0%	-8%	0%	3%	6%
CCCCC(=O)N(C)c1c(CC)nc2c(OCCC)cccn12	-19%	nt	1%	0%	0%	12%	-23%	-6%	16%
Cc1cc(Cl)ccc1NC(=O)CCC(=O)O	5%	-18%	3%	0%	5%	0%	2%	-2%	-7%
COc1cc(/C=N/n2c(-c3ccc4c(c3)NC(=O)CO4)csc2=Nc2cccc(C)c2)ccc1O	?	?	-9%	-14%	-15%	20%	0%	-23%	8%
COc1ccc2nc(NC(=O)c3cccc(S(=O)(=O)N4CCOCC4)c3)sc2c1	?	-1%	6%	6%	-6%	6%	7%	-28%	1%
COCCn1c(SCC(=O)Nc2ccccc2)nc2c(oc3ccccc32)c1=O	1%	-3%	1%	2%	-1%	11%	0%	2%	2%
CCC(=O)N(CCc1ccccc1)Cc1cc2cccc(C)c2[nH]c1=O	-14%	-23%	4%	-3%	7%	-6%	-8%	-3%	-1%
CC(Sc1nc2cc(Cl)ccc2s1)C(=O)Nc1cccc(S(=O)(=O)N2CCOCC2)c1 (stereo not given)	?	1%	8%	-21%	0%	-9%	?	2%	8%
CCOC(=O)c1cc(C#N)c(SCC(=O)c2cc(C#N)c(SC)nc2C)nc1C	2%	-2%	1%	17%	3%	-14%	?	-1%	-4%
O=C(/C=C/c1ccccc1)NC(NC(=S)Nc1cccc(O)c1)C(Cl)(Cl)Cl (stereo not given)	?	-15%	?	?	?	0%	?	11%	-41%
O=[N+]([O-])c1ccccc1NCCNS(=O)(=O)c1ccc(Cl)cc1	-24%	-1%	0%	7%	0%	11µM*	2%	-20%	1%
CCOC(=O)N1CCC(N(CCOC)C(=S)Nc2cccc(SC)c2)CC1	?	6%[1.84 µM]	2%	18%	-5%	nt	8%	-8%	-3%
S=C(NCc1ccccn1)Nc1ccc(Cl)c(Cl)c1	-3%	5%	-4%	-10%	-12%	?	0%	?	3%
CC(C)CCN(C(=O)CCCSc1nc2ccccc2[nH]1)c1c(N)n(Cc2ccccc2)c(=O)[nH]c1=O	14%	-2%	1%	15%	-8%	19%	13%	-15%	-4%
COc1cccc(CN(C)C(=O)CNC(=O)c2ccc(-c3ccccc3)cc2)c1OC	?	-17%	?	-23%	4.6µM*	?	?	-32%	6%
O=C(CSc1nc2c(c(=O)n1-c1ccc(F)cc1)SCC2)NCC1CCCO1 (stereo not given)	0%	-3%	15%	1%	39%	-9%	3%	-12%	-6%
CCc1nn(CCCC(=O)NCc2ccco2)c(=O)c2cc3occc3n12	98%[activator]	0%	1%	10%	10%	-4%	10%	6%	9%
Cc1ccc(NC(=O)CCN2C(=O)CSC2=O)c(C)c1	1%	-4%	0%	2%	-1%	-4%	12%	0%	-16%
O=c1ccc2[n+]([O-])c3ccc(O)cc3oc-2c1	-2%	-1%	-7%	-14%	-10%	-4%	-7%	1%	-6%
